NSD2 inh – inhibitors of human NSD2, primary screen, biochemical, plate reader, single point | AID 624260, 2012 | inhibition, % at 12.5 µM | NSD2-SET H3K36me1 DELFIA fluorescence | 44,000 tested, 0.07% active; in the data active = inhibition above about 54%, passing the limit was not always enough; inconclusive = no clear call, values can overlap the other calls;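 also: inhibitors reduce the monomethyl H3K36 fluorescence signal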
* = called active by the depositor; u = inconclusive. The list is partial. The share of hits here may be higher or lower than overall.

| NSD2 inh | compound |
| --- | --- |
| 1 | C[C@@H]1CN([C@H](C)CO)C(=O)c2cc(C#Cc3cccc(F)c3)cnc2O[C@H]1CN(C)C(=O)c1ccccc1F |
| -8 | Cc1ccc2c(c1)C(=O)C1(O)CCN(c3ccccc3)C1=N2 (centres undefined) |
| 1 | C[C@@H]1CN([C@@H](C)CO)C(=O)c2cccc(NC(=O)c3ccncc3)c2O[C@@H]1CN(C)S(=O)(=O)c1ccc(F)cc1 |
| 4 | C[C@@H]1CN([C@H](C)CO)C(=O)c2cc(NC(=O)CCCN(C)C)ccc2O[C@@H]1CN(C)S(C)(=O)=O |
| 0 | C[C@@H]1CN([C@@H](C)CO)C(=O)c2cc(NS(=O)(=O)c3ccccc3)ccc2O[C@H]1CN(C)Cc1ccc2c(c1)OCO2 |
| 0 | Cc1ccc(S(=O)(=O)Nc2ccc3c(c2)CC(=O)N([C@@H](C)CO)C[C@H](C)[C@H](CN(C)C(=O)NC2CCCCC2)O3)cc1 |
| 8 | C[C@H](CO)N1C[C@H](C)[C@H](CN(C)Cc2ccc(Cl)c(Cl)c2)Oc2ccc(NC(=O)Nc3ccc(F)cc3)cc2C1=O |
| -13 | O=C1O[C@H](c2ccccc2)[C@H](c2ccccc2)N2[C@H]1[C@@H](C(=O)O)[C@]1(C(=O)Nc3ccccc31)[C@H]2c1ccc(OCCO)cc1 |
| -5 | C[C@H](CO)N1C[C@H](C)[C@H](CN(C)Cc2ccc(Oc3ccccc3)cc2)Oc2ccc(NS(=O)(=O)c3ccc(Cl)cc3)cc2CC1=O |
| 12 | C[C@@H]1CCCCO[C@H](CN(C)C)[C@H](C)CN([C@@H](C)CO)C(=O)c2cc(NC(=O)Nc3cccc4ccccc34)ccc2O1 |
| -1 | CC1(O)C(O)C(CO)OC1n1cnc2c(NC3CCCC3)nc(Cl)nc21 (centres undefined) |
| 8 | C[C@H](CO)N1C[C@H](C)[C@H](CN(C)Cc2ccccc2)Oc2cc(-c3ccccc3)ccc2S1(=O)=O |
| 12 | O=C(O)CCCCCC(=O)N/N=C/C1CCCCC1 |
| -2 | COc1cccc(S(=O)(=O)Nc2ccc3c(c2)[C@@H]2C[C@H](CC(=O)N(C)C)O[C@@H](CO)[C@@H]2O3)c1 |
| 3 | C[C@@H]1CN([C@@H](C)CO)C(=O)Cc2cc(NC(=O)CCN3CCOCC3)ccc2O[C@H]1CN(C)S(=O)(=O)c1cn(C)cn1 |
| -4 | C[C@H](NC(=O)C[C@@H]1CC[C@H](NC(=O)CN2CCOCC2)[C@H](CO)O1)c1ccccc1 |
| -2 | C[C@H]1CN([C@@H](C)CO)C(=O)c2cc(NC(=O)Nc3ccc4c(c3)OCO4)ccc2O[C@H]1CN(C)Cc1ccc(C(=O)O)cc1 |
| -1 | COc1ccc(NC(=O)N(C)C[C@@H]2Oc3ccc(NC(=O)CCCCCC(=O)Nc4ccccc4N)cc3C(=O)N([C@@H](C)CO)C[C@@H]2C)cc1 |
| 8 | C[C@H]1CN([C@@H](C)CO)C(=O)CCCn2cc(nn2)CO[C@@H]1CN(C)Cc1ccccc1 |
| 3 | C[C@@H]1CN([C@@H](C)CO)C(=O)Cc2cc(NS(=O)(=O)c3cccs3)ccc2O[C@@H]1CN(C)Cc1ccc(C(F)(F)F)cc1 |

Shown as labelled records: part of the list above.
O=C(O)CCCCCC(=O)N/N=C/C1CCCCC1
  NSD2 inh: 12
C[C@H](NC(=O)C[C@@H]1CC[C@H](NC(=O)CN2CCOCC2)[C@H](CO)O1)c1ccccc1
  NSD2 inh: -4
C[C@H]1CN([C@@H](C)CO)C(=O)c2cc(NC(=O)Nc3ccc4c(c3)OCO4)ccc2O[C@H]1CN(C)Cc1ccc(C(=O)O)cc1
  NSD2 inh: -2
C[C@@H]1CN([C@@H](C)CO)C(=O)Cc2cc(NS(=O)(=O)c3cccs3)ccc2O[C@@H]1CN(C)Cc1ccc(C(F)(F)F)cc1
  NSD2 inh: 3

Later entries:
| NSD2 inh | compound |
| --- | --- |
| 2 | Cc1noc(C)c1S(=O)(=O)Nc1ccc2c(c1)CC(=O)N([C@@H](C)CO)C[C@@H](C)[C@@H](CN(C)C(=O)Nc1ccc(F)cc1)O2 |
| 16 | C[C@H]1CN([C@@H](C)CO)C(=O)c2cc(NC(=O)Nc3ccc(C(F)(F)F)cc3)ccc2O[C@H]1CN(C)C(=O)Nc1cccc2ccccc12 |
| 3 | CCCN(C)C[C@H]1Oc2ncc(-c3cccc(C#N)c3)cc2C(=O)N([C@H](C)CO)C[C@H]1C |
| -12 | O=C(C[C@@H]1C[C@@H]2c3cc(NC(=O)CC4CC4)ccc3O[C@@H]2[C@@H](CO)O1)NCC1CC1 |
| 9 | COc1ccccc1C#Cc1ccc2c(c1)O[C@H](CN(C)Cc1cccnc1)[C@H](C)CN([C@H](C)CO)S2(=O)=O |
| -2 | COc1ccc(NC(=O)Nc2cccc3c2O[C@@H](CN(C)S(=O)(=O)c2cn(C)cn2)[C@H](C)CN([C@@H](C)CO)C3=O)cc1 |
| 2 | Cc1noc(C)c1S(=O)(=O)N(C)C[C@H]1Oc2ccc(NC(=O)NC(C)C)cc2CC(=O)N([C@@H](C)CO)C[C@@H]1C |
| 3 | COCC#Cc1ccc2c(c1)O[C@@H](CN(C)C(=O)COC)[C@H](C)CN([C@H](C)CO)S2(=O)=O |
| -1 | COC(=O)C[C@H]1C=C[C@@H](NS(=O)(=O)c2ccccc2F)[C@@H](CO)O1 |
| 1 | CC(C)(C)NCC(O)COc1nsnc1N1CCOCC1 (centres undefined) |
| 7 | Cn1cnc(S(=O)(=O)N[C@@H]2CC[C@@H](CC(=O)N3CCN(c4ccccc4)CC3)O[C@H]2CO)c1 |
| -3 | C[C@@H]1CN([C@H](C)CO)C(=O)CCCn2nncc2CO[C@H]1CN(C)Cc1ccc2c(c1)OCO2 |
| -7 | C[C@@H]1CN([C@H](C)CO)C(=O)c2cc(NS(=O)(=O)c3cn(C)cn3)ccc2O[C@@H]1CN(C)C |
| 3 | C[C@H]1CN([C@@H](C)CO)C(=O)c2cc(NC(=O)CCCN(C)C)ccc2O[C@@H]1CN(C)S(=O)(=O)c1cccs1 |
| -3 | C[C@H]1CN([C@@H](C)CO)C(=O)c2cccc(NS(=O)(=O)c3ccc(Cl)cc3)c2O[C@H]1CN(C)C(=O)Nc1ccc(F)cc1 |
| -7 | Cc1ccc(S(=O)(=O)Nc2ccc3c(c2)CC(=O)N([C@H](C)CO)C[C@@H](C)[C@H](CN(C)Cc2ccc(-c4ccccc4)cc2)O3)cc1 |
| 5 | O=C(Nc1ccc2c(c1)OCO2)N[C@@H]1C=C[C@H](CC(=O)N2CCN(c3ccccc3)CC2)O[C@H]1CO |
| 2 | C[C@@H]1CN([C@H](C)CO)C(=O)CCCn2nncc2CO[C@H]1CN(C)C(=O)c1ccncc1 |
| -2 | C[C@H]1CCCCO[C@@H](CN(C)C(=O)C2CCCCC2)[C@@H](C)CN([C@@H](C)CO)C(=O)c2cc(N(C)C)ccc2O1 |
| 1 | CC(C)(C)OC(=O)CC[C@@]12N=C(c3ccc(OCCCO)cc3)O[C@@H]1c1ccccc1CN(CCS(=O)(=O)c1ccccc1)C2=O |

Ordered by count of non-hydrogen atoms (lowest first): part of the list above.
| NSD2 inh | compound |
| --- | --- |
| 7 | Cn1cnc(S(=O)(=O)N[C@@H]2CC[C@@H](CC(=O)N3CCN(c4ccccc4)CC3)O[C@H]2CO)c1 |
| -2 | C[C@H]1CCCCO[C@@H](CN(C)C(=O)C2CCCCC2)[C@@H](C)CN([C@@H](C)CO)C(=O)c2cc(N(C)C)ccc2O1 |
| 1 | CC(C)(C)OC(=O)CC[C@@]12N=C(c3ccc(OCCCO)cc3)O[C@@H]1c1ccccc1CN(CCS(=O)(=O)c1ccccc1)C2=O |

(further entries)
| NSD2 inh | compound |
| --- | --- |
| -3 | CCCC#Cc1cnc2c(c1)C(=O)N([C@@H](C)CO)C[C@@H](C)[C@H](CN(C)C(=O)C1CCOCC1)O2 |
| -3 | C[C@H](CO)N1C[C@H](C)[C@H](CN(C)C(=O)NC2CCCC2)OCc2cnnn2CCCC1=O |
| 5 | C[C@H](CO)N1C[C@H](C)[C@H](CN(C)S(=O)(=O)c2ccccc2)Oc2ccc(NC(=O)CCCN(C)C)cc2C1=O |
| -1 | C[C@@H]1CN([C@@H](C)CO)S(=O)(=O)c2ccc(/C=C/c3ccccc3)cc2O[C@@H]1CN(C)C(=O)CN1CCOCC1 |
| 7 | C[C@@H]1CN([C@H](C)CO)C(=O)c2cc(C3=CCCC3)cnc2O[C@H]1CN(C)Cc1cccnc1 |
| -1 | O=C(C[C@H]1CC[C@@H](NC(=O)c2cnccn2)[C@@H](CO)O1)NCc1ccccc1F |
| 10 | COc1ccc(S(=O)(=O)Nc2ccc3c(c2)C(=O)N([C@H](C)CO)C[C@@H](C)[C@H](CN(C)C(=O)NC2CCCCC2)O3)cc1 |
| 2 | C[C@@H]1CCCCO[C@@H](CN(C)Cc2ccc(C(=O)O)cc2)[C@H](C)CN([C@@H](C)CO)C(=O)c2cc(NC(=O)Nc3ccccc3)ccc2O1 |
| -4 | C[C@@H]1CN([C@@H](C)CO)C(=O)CCCn2cc(nn2)CO[C@H]1CN(C)C(=O)Nc1ccc(C(C)(C)C)cc1 |
| 3 | CN(C)C(=O)C[C@@H]1C[C@@H]2c3cc(NC(=O)Nc4ccc(F)cc4)ccc3O[C@@H]2[C@@H](CO)O1 |
| -1 | C[C@H]1CN([C@@H](C)CO)C(=O)CCCn2nncc2CO[C@H]1CN(C)S(=O)(=O)c1ccccc1C#N |
| -2 | C[C@H]1CN([C@@H](C)CO)C(=O)c2cc(-c3ccc(F)cc3)cnc2O[C@H]1CN(C)CC1CCCC1 |
| -12 | C[C@@H]1CN([C@@H](C)CO)S(=O)(=O)c2ccc(C#CC3CCCC3)cc2O[C@H]1CN(C)C(=O)C1CC1 |
| 2 | C[C@@H]1CCCCO[C@H](CN(C)C(=O)C2CCCCC2)[C@H](C)CN([C@@H](C)CO)C(=O)c2cc(NC(=O)c3ccccc3)ccc2O1 |
| 0 | O=C(C[C@H]1C[C@H]2c3cc(NC(=O)Nc4ccccc4F)ccc3O[C@H]2[C@@H](CO)O1)NCc1ccc2c(c1)OCO2 |
| 30 | CC(C)CC#Cc1cnc2c(c1)C(=O)N([C@H](C)CO)C[C@@H](C)[C@H](CN(C)Cc1ccccn1)O2 |
| 2 | COc1ccc(NC(=O)N(C)C[C@H]2Oc3ccc(NC(=O)C4CCCCC4)cc3C(=O)N([C@H](C)CO)C[C@H]2C)cc1 |
| 5 | C[C@@H]1CN([C@@H](C)CO)C(=O)c2cccc(NS(C)(=O)=O)c2O[C@@H]1CN(C)Cc1ccccc1 |
| 4 | Cc1ccc(S(=O)(=O)Nc2ccc3c(c2)C(=O)N([C@@H](C)CO)C[C@H](C)[C@@H](CN(C)Cc2ccccc2)OCCCC[C@H](C)O3)cc1 |
| 1 | O=C(N/N=C/c1cc(Br)c(O)c(Br)c1)c1ccccc1O |
| 4 | C[C@@H]1CN([C@H](C)CO)C(=O)c2c(c3ccccc3n2C)-c2ccccc2CO[C@@H]1CN(C)Cc1ccncc1 |
| u | C[C@H](CO)N1C[C@H](C)[C@H](CN(C)Cc2ccc(C(=O)O)cc2)Oc2ccc(NC(=O)NC3CCCCC3)cc2CC1=O |
| 1 | C[C@@H]1CN([C@@H](C)CO)C(=O)c2cccc(NC(=O)C3CCOCC3)c2O[C@@H]1CN(C)Cc1ccc(C(F)(F)F)cc1 |
| -5 | C[C@@H]1CN([C@@H](C)CO)S(=O)(=O)c2ccc(-c3cccc(C#N)c3)cc2O[C@H]1CN(C)C |
| -1 | C[C@H](CO)N1C[C@H](C)[C@H](CN(C)CC2CCCCC2)Oc2c(NC(=O)Nc3cccc4ccccc34)cccc2C1=O |
| -5 | CNC[C@@H]1Oc2c(NS(=O)(=O)c3ccccc3)cccc2C(=O)N([C@H](C)CO)C[C@@H]1C |
| 1 | COCC#Cc1ccc2c(c1)O[C@H](CN(C)C(C)=O)[C@@H](C)CN([C@H](C)CO)S2(=O)=O |
| -3 | C[C@H]1CN([C@@H](C)CO)C(=O)c2cccc(NS(=O)(=O)c3cn(C)cn3)c2O[C@H]1CN(C)C(=O)NC1CCCCC1 |
| -2 | CC(C)NC(=O)N(C)C[C@H]1Oc2ccc(NC(=O)C3CCCCC3)cc2C(=O)N([C@H](C)CO)C[C@H]1C |
| -5 | CC(C)(C)OC(=O)NC1(/C=N/NC(=O)CCCCCCC(=O)Nc2ccccc2O)CCCC1 |
| 5 | COc1ccc(NC(=O)N(C)C[C@@H]2Oc3ccc(NC(=O)CCN4CCOCC4)cc3CC(=O)N([C@H](C)CO)C[C@H]2C)cc1 |
| -1 | COc1ccc(S(=O)(=O)Nc2ccc3c(c2)C(=O)N([C@H](C)CO)C[C@H](C)[C@@H](CN(C)Cc2ccc4c(c2)OCO4)O3)cc1 |
| 3 | C[C@@H]1CN([C@@H](C)CO)C(=O)c2cccc(NS(=O)(=O)c3ccc(Cl)cc3)c2O[C@H]1CN(C)Cc1ccncc1 |
| -8 | C[C@H](CO)N1C[C@H](C)[C@@H](CN(C)CC2CC2)OCCCC[C@H](C)Oc2ccc(NC(=O)Cc3ccccc3)cc2C1=O |
| -1 | C[C@@H](NC(=O)C[C@H]1C[C@H]2c3cc(NC(=O)CC4CC4)ccc3O[C@H]2[C@H](CO)O1)c1ccccc1 |
| -3 | O=C(NO)c1cccc(C(=O)N/N=C/c2cc(Br)cc(Br)c2O)c1 |
| 3 | C[C@@H]1CN([C@H](C)CO)C(=O)c2cccc(NC(=O)C3CC3)c2O[C@@H]1CN(C)C |
| 12 | C[C@@H]1CN([C@H](C)CO)C(=O)c2cc(NC(=O)C3CCCCC3)ccc2O[C@@H]1CN(C)Cc1ccc(Cl)c(Cl)c1 |
| 0 | C[C@H]1CCCCO[C@H](CN(C)Cc2ccc3c(c2)OCO3)[C@@H](C)CN([C@@H](C)CO)C(=O)c2cc(NS(=O)(=O)c3ccc(F)cc3)ccc2O1 |
| 2 | COCC#Cc1cnc2c(c1)C(=O)N([C@H](C)CO)C[C@@H](C)[C@H](CN(C)C(=O)CCN1CCCCC1)O2 |
| 32 | COc1ccc(CN(C)C[C@@H]2OCCCC[C@H](C)Oc3ccc(NC(=O)NC(C)C)cc3C(=O)N([C@@H](C)CO)C[C@@H]2C)cc1 |
| -1 | C[C@H](CO)N1C[C@H](C)[C@@H](CN(C)Cc2cccc(F)c2)Oc2cc(C#Cc3ccccn3)ccc2S1(=O)=O |
